Screens (PubChem)
UDG counter = blocks uracil-DNA glycosylase in AID counter-screen; FRET deamination/UDG coupled assay, UDG read, 4 h; Potency, µM (top dose mostly 115 µM), for the others: top-dose activity change, negative = inhibition, usual class: inhibitors; hit rate 0.14% among 91,000; further: nearly all actives have a fitted effect of over 65% in size
AID inh = inhibitors of human activation induced cytidine deaminase | AID 1347428 | Potency, µM (series often up to 115 µM), without a hit: top-dose activity change, negative = inhibition, most hits filed as inhibitors | AID deamination FRET fluorescence, UDG-coupled, 4 h | hit rate 0.32% among 91,000; further: nearly all actives have a fitted effect of over 25% in size
Target sequence (Q9GZX7 whole entry, looked up): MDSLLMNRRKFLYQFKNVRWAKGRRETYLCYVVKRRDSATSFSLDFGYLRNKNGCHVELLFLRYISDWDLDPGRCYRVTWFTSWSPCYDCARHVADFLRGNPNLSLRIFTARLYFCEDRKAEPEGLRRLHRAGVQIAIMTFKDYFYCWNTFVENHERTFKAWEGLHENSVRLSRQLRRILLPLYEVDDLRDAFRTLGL
An asterisk follows results filed as active; ? = inconclusive; & = joins results of further samples; [ ] = dose if it differs, or a comment. The call rests on the fitted dose curve; in most records, active means well fitted curve in the direction sought with a large enough effect; inconclusive means small, poorly fitted or top-dose-only effect, or another doubt; inactive means no such curve, though single readings can be large; an effect the other way counts as inactive or inconclusive. On the % scale 0 is the no-effect control and ±100 the full control effect; potency means the concentration at half of the fitted maximal effect. Only part of the results is shown; the hit share may differ from the screen's.

Results follow in this order: UDG counter | AID inh
CN(C)C(CNC(=O)c1cc(=O)c2cc(Cl)ccc2o1)c1cccs1 (stereo not given)
  -5% | -1%
COc1ccc(NC(=O)c2nnn(CC(=O)Nc3cc(C)cc(C)c3)c2N)c(OC)c1
  -8% | -5%
N#Cc1cccc(CSc2nnc(N3CCCC3)n2-c2cccc(Cl)c2)c1
  0% | -9%
CCc1cnc2c(c1SCC(=O)NCc1ccccc1)c(=O)n(C)c(=O)n2C
  12% | 2%
Cc1ccc(N2C(=O)c3n[nH]c(C)c3C2c2ccccc2Cl)cc1 (stereo not given)
  -15% | -5%
O=C(O)/C=C/c1cccc(Cl)c1
  7% | 6%
Cc1c(Cl)cccc1NC(=O)CSc1ncc(S(=O)(=O)c2ccc(C(C)C)cc2)c(=O)[nH]1
  17% | ?
COc1ccc2nc(COc3ccccc3OC)[nH]c2c1
  -4% | -12%
CC(=O)N1c2nc(C(C)C)nn2C2(CCCCC2)[C@@H]2CCCC[C@@H]21
  11% | -9%
Cc1ccc(C)c(NC(=O)C(c2ccccc2)n2cnc3c2c(=O)n(C)c(=O)n3C)c1 (stereo not given)
  -17% | -2%
COc1ccc(NC(=O)CSc2ncc3c(n2)-c2ccccc2N(Cc2ccc(C)cc2)S3(=O)=O)cc1Cl
  -8% | 98%[activator]
CCOC(=O)C1=C(C(F)(F)F)NC2(O)c3ccccc3C(=O)C12O (stereo not given)
  -10% | 4%
Cc1ccc(N2CCN(C(=O)c3cn(C)c4ccc(S(=O)(=O)N5CCC(C)CC5)cc4c3=O)CC2C)cc1 (stereo not given)
  -11%[57.5 µM] | -24%[57.5 µM]
CC(C(=O)O)n1cnc2ccccc21 (stereo not given)
  -4% | -7%
CC(OC(=O)CCc1c[nH]c2ccccc12)C(=O)c1ccccc1 (stereo not given)
  -5% | -4%
CNC(=O)NC(=O)Cn1nnc(-c2ccc(F)c(C)c2)n1
  -4% | -14%
CC(C)N(C)C1CCN(c2nc(-c3ccncc3)nc3ccccc23)CC1
  -8% | -17%
COc1cccc(NC(=O)C2CCN(c3nnc(C)c4c(C)n(-c5ccccc5)nc34)CC2)c1
  -8% | -12%
CCCCn1nc(C(=O)Nc2ccc(OC)c(OC)c2)c2ccccc2c1=O
  1% | -10%
CCCCOc1ccc(S(=O)(=O)N2CCN(c3ccccc3OCC)CC2)cc1
  8%[57.5 µM] | -5%[57.5 µM]

Rewritten field by field: part of the list above
structure: Cc1ccc(N2CCN(C(=O)c3cn(C)c4ccc(S(=O)(=O)N5CCC(C)CC5)cc4c3=O)CC2C)cc1 (stereo not given)
  UDG counter: -11%[57.5 µM]; AID inh: -24%[57.5 µM]

structure: CCCCOc1ccc(S(=O)(=O)N2CCN(c3ccccc3OCC)CC2)cc1
  UDG counter: 8%[57.5 µM]; AID inh: -5%[57.5 µM]

structure: COc1ccc(NC(=O)CSc2ncc3c(n2)-c2ccccc2N(Cc2ccc(C)cc2)S3(=O)=O)cc1Cl
  UDG counter: -8%; AID inh: 98%[activator]

structure: CC(OC(=O)CCc1c[nH]c2ccccc12)C(=O)c1ccccc1 (stereo not given)
  UDG counter: -5%; AID inh: -4%

Remaining list, next part:
Results follow in this order: UDG counter | AID inh
Cc1ccc(-c2nnc(SCc3ccccc3C#N)o2)cc1
  -3% | 20%
C[n+]1c(NCc2cc(Br)cc(Br)c2[O-])[nH]c2ccccc21
  -2% | -20%
CCc1ccc(Nc2cc(C(=O)NCCCN(C)c3ccccc3)c3ccccc3n2)cc1
  -7%[57.5 µM] | -4%
CC(=O)Nc1ccc(NC(=O)CCc2c(C)nc3c(c(C)nn3-c3ccc(C)cc3)c2C)cc1
  -2% | 0%
O=Cc1csc(-c2ccc(C(F)(F)F)cc2)n1
  2% | -23%
Cc1ccc(CNC(=O)Cn2c(SCC(=O)Nc3ccc(F)cc3)nc3ccccc32)cc1
  -7% | 9%
Cc1ccc(Nc2c3c(nc4nc(-c5cccs5)nn24)CCCC3)cc1F
  0% | ?
Cc1ccc(C)c(-c2cc(C)ncc2C)c1
  -15% | 65%[activator]
COc1ccc(NC(=O)c2c(C)oc3ccc(O)c(CN4CCN(C)CC4)c23)cc1Cl
  36%[activator] | 21%
CCCCNC1C2CC3CC(C2)CC1C3 (stereo not given)
  4% | 1%
CCC1CCCCN1CCCNC(=O)c1ccc2c(c1)N(Cc1ccccc1)C(=O)c1ccccc1S2(=O)=O (stereo not given)
  -14% | -13%
CCOC(=O)c1ccc(NC(=O)Cn2c(=O)cc(C(F)(F)F)c3c(C)nn(C)c32)cc1
  32%[activator] | ?
O=C(NCc1ccnc(N2CCCC2)c1)c1ccc(Cl)c(S(=O)(=O)N2CCCCCC2)c1
  -5% | -18%
CC(CNC(=O)CCn1c(=O)c2cccn2c2ccc(F)cc21)c1ccccc1 (stereo not given)
  -8%[57.5 µM] | -3%
COC(=O)c1cc2oc3ccccc3c2n1Cc1nc(-c2cccc(Cl)c2)oc1C
  0% | -18%
COc1cc(C(=O)NCc2nc3ccccc3n2C)cc(OC)c1OC
  -11% | -12%
COc1ccc(S(=O)(=O)NC(C)(C)CO)cc1-c1nnc2c3ccccc3c(C)nn12
  -11%[57.5 µM] | -25%
Cc1cc(OCC(=O)NCC2(N(C)C)CCCCC2)cc(C)c1Cl
  -5% | 3%
NCC(=O)Nc1ccccn1
  5% | 5%
CCCN(CCC)CCNC(=O)c1cc2c(-c3ccccc3F)nn(C)c2s1
  -18% | ?

Results follow in this order: UDG counter | AID inh
Cn1cc(S(=O)(=O)c2cccc(Cl)c2)c(=O)c2cc(F)c(N3CCN(c4ccccc4)CC3)cc21
  -9% | 10%
Cc1ccc(C(=O)NC(c2ccc(Cl)cc2)c2cccnc2)cc1 (stereo not given)
  1% | -7%
Cc1ccc(S(=O)(=O)N2CC=C(c3c(C)n(CC(=O)N4CCCC4)c4ccccc34)CC2)cc1C
  -13% | 19%
CC(=O)c1ccc(-n2cccc2)cc1
  1% | 4%
Cc1ccc(C(=O)/C=C/c2sccc2C)cc1
  1% | -14%
CCCCCNC(=O)c1cccc(NC(=O)c2ccccc2)c1
  -1% | 2%
N#Cc1cccnc1NCc1cccnc1
  0% | 14%
CC(C)(C)c1ccc(OCC(O)CNS(=O)(=O)Cc2ccccc2)cc1 (stereo not given)
  -3% | 0%
O=C(Cn1ncc2c3ccccc3n(Cc3cccc(Cl)c3)c2c1=O)NCCC1=CCCCC1
  5% | 7%
CCOc1ccc(CN(C)CC(O)COCc2ccc(OC)cc2)cc1OC (stereo not given)
  -4% | 3%
CC(Sc1cc(Cl)ccc1Cl)C(=O)NC(C)(C)C (stereo not given)
  3% | -2%
CCC(C(=O)NCCc1cc(OC)ccc1OC)n1nc(C)c2c(C)n(-c3ccccc3)nc2c1=O (stereo not given)
  20%&-18% | -15%&-7%
CCn1c(=O)cc(OCC(=O)N(C)c2cc(Cl)ccc2C)c2ccccc21
  -9% | ?
COc1ccc(CCNC(=O)c2ccc3c(c2)N(Cc2ccc(F)cc2)CCS3)cc1OC
  -10% | -9%
COc1cccc(-n2c(-c3ccco3)nc3c(cnn3-c3ccccc3C)c2=O)c1
  -13% | -15%
CC(C)c1ccc(Nc2cc(C(=O)NCCc3ccccc3)c3ccccc3n2)cc1
  -4% | 3%
O=C(/C=C/c1ccco1)N1CCN(Cc2ccc(C(F)(F)F)cc2)CC1
  -2% | -2%
O=C(Nc1ccccc1Br)C(Cc1ccccc1)NS(=O)(=O)c1cccc2nsnc12 (stereo not given)
  6% | 11%
COC(=O)c1ccccc1NC(=O)N(Cc1ccc(C)cc1)Cc1cccn1-c1nnc(N2CCCC2=O)s1
  -7% | 12%
Cc1oc2ncn(CC(C)C)c(=O)c2c1C(=O)NCCCN(C)Cc1ccccc1
  18% | 30%

Gathered by group, the entries above containing a CF3 group
Results follow in this order: UDG counter | AID inh
CCOC(=O)C1=C(C(F)(F)F)NC2(O)c3ccccc3C(=O)C12O (stereo not given)
  -10% | 4%
O=Cc1csc(-c2ccc(C(F)(F)F)cc2)n1
  2% | -23%
CCOC(=O)c1ccc(NC(=O)Cn2c(=O)cc(C(F)(F)F)c3c(C)nn(C)c32)cc1
  32%[activator] | ?
O=C(/C=C/c1ccco1)N1CCN(Cc2ccc(C(F)(F)F)cc2)CC1
  -2% | -2%

(continued)
Results follow in this order: UDG counter | AID inh
O=c1cc(-c2ccccc2)n2c(SCc3ccc(Cl)cc3)nnc2[nH]1
  4% | 10%
CN1C(=O)C2(c3ccccc31)N(c1ccccc1)C(=O)CS2(=O)=O (stereo not given)
  -6% | ?
CCN(CC)c1nc2ccccc2nc1C(=O)Nc1ccc(C(C)=O)cc1
  2% | -3%
O=C(/C=C/c1ccc(Cl)cc1Cl)Nc1ccc(Cl)cc1C(F)(F)F
  5% | -5%
CSc1ccc(CCNC(=O)Cn2c(C)c3cnn(-c4ccccc4)c(=O)c3c2C)cc1
  -10% | 8%
O=C(NCc1ccc(F)cc1)C1CCN(C(=O)c2ccc(-n3ccc4ccccc43)s2)CC1
  32%[activator] | -9%
CC(C(=O)Nc1cccc(Cl)c1)N(C)Cc1c(F)cccc1Cl (stereo not given)
  -3% | -17%
Cc1ccc(C)c(N2CCN(C(c3ccccc3)c3nnc(-c4ccccc4F)o3)CC2)c1 (stereo not given)
  17% | 18%
Cc1cc2nc(/C(C#N)=C/c3ccc(F)c(Br)c3)[nH]c2cc1C
  -1% | -5%
O=C(O)c1ccc(-c2cc(Cl)cc(Cl)c2)s1
  10% | -5%
Cc1ccc(-c2cccc(N)c2)cc1
  6% | 4%
COc1ccccc1NC(=O)C1=C(C)Nc2nc(SCc3ccccc3Cl)nn2C1c1ccccn1 (stereo not given)
  -5% | -3%
O=C(O)CN1CCCCC1
  -9% | 0%
CCOc1ccc2c(c1)c(=O)c(S(=O)(=O)c1ccccc1)cn2CC(=O)Nc1cccc(Cl)c1
  8% | 5%
COc1ccccc1NC(=O)CN1CCN(CC(=O)Nc2ccc(F)c(F)c2)CC1
  -13% | -7%
CCOc1ccc(NC(=O)c2oc3ccccc3c2NC(=O)Cc2ccc(OC)c(OC)c2)cc1
  -5% | -4%
OCc1nc2ccccc2n1CC(O)COc1c(Cl)cccc1Cl (stereo not given)
  1% | 1%
CCc1cccc(NC(=O)CN2Cc3ccccc3C2=O)c1
  30%[activator] | 10%
COc1ccc(NC(=O)Cn2cc(S(=O)(=O)c3ccccc3)c(=O)c3cc(C)ccc32)cc1Cl
  1% | ?
CC(=O)CSc1nnc2cc(C)c3cc(C)cc(C)c3n12
  ? | 65%[activator]

structure	UDG counter	AID inh
CC(=O)c1ccc(S(=O)(=O)Nc2cccc(-c3ccc(N4CCCCC4)nn3)c2)cc1	13%	-1%
O=C(O)/C=C/c1cnc[nH]1	4%	7%
Cc1ccc(CN(C)C(=O)c2cc(S(=O)(=O)Nc3ccc(C)cc3)ccc2C)cc1	1%	-8%
Cc1cc(S(=O)(=O)Nc2ccc(-c3ccc(N4CCCCC4)nn3)cc2)c(C)cc1Cl	44%[activator]	2%
O=c1cc(-c2ccc(F)cc2)oc2ccc(F)cc12	-3%	-4%
Cc1nc2ccc(S(=O)(=O)N(CC(=O)Nc3ccc(F)cc3)Cc3ccccc3)cc2s1	6%	-16%
CCOc1ccccc1NC(=O)C1=NN(C2CCS(=O)(=O)C2)C(=O)CC1 (stereo not given)	-2%	4%
CCN1CCCC1CNC(=O)c1ccc2nc(C)c(C)nc2c1 (stereo not given)	4%	11%
COc1cc(C#N)ccc1OCC(=O)c1ccc2c(c1)OCCCO2	-11%	2%
COc1ccc(N2CCN(C(=O)c3cc4cc5ccc(Cl)cc5nc4o3)CC2)cc1	-3%	13%
CCCn1nc(C(=O)Nc2sc3c(c2C#N)CCCC3)c2ccccc2c1=O	-3%	5%
COCCNC(=O)c1cc2cc(S(=O)(=O)N(C)C)ccc2n1C	-3%	-4%
Cc1cc(-c2ccccc2)nc(SCC(=O)c2ccc3c(c2)OCCCO3)n1	-9%	-11%
Cc1cc(OCc2n[nH]c(=S)n2CC2CCCO2)cc(C)c1Cl (stereo not given)	-9%	-6%
O=C(Cn1cc(Br)c(=O)[nH]c1=O)N1CCC2(CC1)OCCO2	-3%	-4%
COc1ccc(Nc2cc(C(=O)NCCCN(C)Cc3ccccc3)c3ccccc3n2)cc1	-13%[57.5 µM]	5%
COc1cc(C(C)NC(=O)c2c(C)noc2C)cc(OC)c1OC (stereo not given)	-1%	4%
Cc1cc(C(=O)Nc2ccccc2Cc2ccccc2)cs1	-4%	-6%
CCOc1ccccc1CNC(=O)C(CC)n1nc(C)c2c(C)n(-c3ccccc3)nc2c1=O (stereo not given)	-6%	-11%
COc1ccccc1NC(=O)CC1Sc2ccc(C(F)(F)F)cc2NC1=O (stereo not given)	?	16%
Cc1cccc(Cn2cc3c(=O)n(CC(=O)Nc4cccc(C)c4C)nc-3c3cc(F)ccc32)c1	-7%[57.5 µM]	1%
Cc1ccccc1NC(=O)c1c(NC(=O)C(F)(F)F)sc2c1CCCCC2	-12%	?
COc1cc(C2c3c(oc4ccccc4c3=O)C(=O)N2c2nncs2)cc(OC)c1OC (stereo not given)	-4%[57.5 µM]	8%
C#Cc1cccc(NC(=O)c2ccc(OCC=C)cc2)c1	-8%	-10%
CCN1CCN(C(=O)c2ccc3c(c2)N(Cc2ccc(Cl)cc2)C(=O)c2ccccc2S3(=O)=O)CC1	-7%	-9%

structure	UDG counter	AID inh
O=C(CCc1cccnc1)NC12CC3CC(CC(C3)C1)C2	6%	4%
O=C1CC(c2nnc(Cc3cccc(Cl)c3)o2)CN1c1ccccc1 (stereo not given)	-9%	-6%
CC(C)OC(=O)c1ccc(NC(=O)C2=Cc3cc(Br)ccc3OC=C2)cc1	-5%	9%
COc1cccc(C2C(C(=O)Nc3ccc(Cl)cc3)=C(C)Nc3nc4ccccc4n32)c1 (stereo not given)	-10%	21%
